Rac1 GTP hydrolysis: MgcRacGAP GTPase-activating activity inhibitors, confirmation, biochemical, ADP Hunter fluorescence; inhibition, % at 30 µM, or IC50 in µM where a hit was titrated; MgcRacGAP-stimulated Rac1 GTP hydrolysis, ADP Hunter fluorescence; higher % means a stronger effect; GST-tagged Rac1 F28L mutant substrate; hit rate 0.6% among 340,000;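 active = first-screen hits whose inhibition reached a set limit at any dose in the follow-up dose series; inconclusive = inhibition above the set first-screen limit but never retested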;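 note: fluorescence reports GDP produced by GAP-driven GTP hydrolysis; strong numbers were not always called active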
GPR55 LPI antagonism: inhibition of LPI-stimulated GPR55 beta-arrestin translocation – imaging, U2OS, beta-arrestin-GFP, LPI agonist, primary screen (AID 2013); hit rate 0.13% among 290,000; inhibition, % at 10 µM, or IC50 in µM where a hit was titrated; U2OS GPR55 beta-arrestin-GFP translocation imaging, LPI antagonism; higher % means a stronger effect;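 active = spots per cell inhibited over 60%, with over 100 cells counted and total cytoplasm intensity under 500,000; inconclusive = wells with under 100 cells, flagged as likely toxic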;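 note: U2OS cells stably carrying GPR55 and arrestin-GFP stimulated by 5 µM LPI near EC80; imaged beta-arrestin-GFP aggregate spots per cell after agonist stimulation; plate controls were LPI-stimulated DMSO wells for no effect and DMSO wells without LPI for full effect; some results filed as inactive read as strong as hits; confirmed hits need IC50 under 10 µM and bright autofluorescent wells are also inconclusive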
SV40 large T antigen: SV40 large T antigen inhibitors, biochemical (AID 1903) | SV40 large T antigen ATPase/helicase inhibition assay; higher % means a stronger effect | one-dose inhibition, % at 20 µM; IC50 in µM for titrated hits | hit rate 0.39% among 310,000; in the data active = a potency from the dose series; inconclusive = inhibition mostly from about 32% at the one dose, without a potency; inactive = the rest, 99 in 100 with inhibition below about 32%; note: strong numbers were not always called active
GPR55 beta-arrestin: GPR55 agonists via beta-arrestin recruitment, primary screen, imaging, U2OS cells, beta-arrestin-GFP redistribution (AID 1961). activation, % at 10 µM; hits with a dose series show EC50 in µM. hit rate 0.048% among 290,000. U2OS GPR55 beta-arrestin-GFP redistribution imaging; higher % means a stronger effect;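 active = activation above 40% with more than 50 cells counted in the well; inconclusive = wells holding fewer than 50 cells, flagged as toxic or sparse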;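 note: U2OS osteosarcoma cells stably expressing GPR55 and beta-arrestin-GFP; plate controls were DMSO negative control for no effect and LPI positive control for full effect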
Yfh1-off respiration: enhancers of respiration in Yfh1-depleted yeast, dose response, Friedreich's ataxia, plus single-dose screen (AID 1465) | S. cerevisiae Yfh1-off respiration, WST-1 reduction, 72 h; higher fold induction means a stronger effect | fold induction at 50 µM, or EC50 in µM where a hit was titrated | hit rate 0.074% among 220,000;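 active = fold induction of absorbance versus untreated yeast above a set limit, then at least 30% activation at any dose in follow-up; inconclusive = repeats straddling the limit, or above it without dose testing; inactive = fold induction below the set limit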;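 note: activators that raise dye reduction in frataxin-depleted yeast; strong numbers were not always called active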
Dengue-2 NS5 capping: Dengue-2 NS5 methyltransferase inhibitors, primary screen, biochemical, confirmation dose response (AID 588689); inhibition, % at 25 µM, or IC50 in µM where a hit was titrated; hit rate 0.3% among 340,000; Dengue-2 NS5 methyltransferase capping enzyme assay, biochemical; higher % means a stronger effect; in the data active = a potency from the dose series; inconclusive = inhibition above about 29% without an active follow-up result
GPR35 arrestin U2OS: inhibition of zaprinast-stimulated GPR35 beta-arrestin translocation – imaging, U2OS, beta-arrestin-GFP, zaprinast agonist, primary screen (AID 2058). U2OS GPR35 beta-arrestin-GFP translocation imaging, zaprinast antagonism; higher % means a stronger effect. one-dose inhibition, % at 10 µM; IC50 in µM for titrated hits. hit rate 0.052% among 290,000;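 active = inhibition of at least 50% with at least 30 cells and total cytoplasm GFP at most 10,000,000; inconclusive = under 30 cells or total GFP of 10,000,000 plus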
NTR1 ag: agonists of NTR1, primary screen, imaging, U2OS cells, beta-arrestin-GFP, high content (AID 493036) | NTR1-U2OS beta-arrestin-GFP spot imaging, agonist mode | P30989 | activation, % at 20 µM | hit rate 0.17% among 330,000;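 active = activation at or above 40% of the spot to cytoplasm intensity ratio, with at least 20 cells analyzed; inconclusive = wells under 20 cells, flagged as cytotoxic or low count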;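 note: 0% = DMSO without peptide and 100% = 100 nM NTR1 peptide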
Target sequence (P30989 whole entry, looked up): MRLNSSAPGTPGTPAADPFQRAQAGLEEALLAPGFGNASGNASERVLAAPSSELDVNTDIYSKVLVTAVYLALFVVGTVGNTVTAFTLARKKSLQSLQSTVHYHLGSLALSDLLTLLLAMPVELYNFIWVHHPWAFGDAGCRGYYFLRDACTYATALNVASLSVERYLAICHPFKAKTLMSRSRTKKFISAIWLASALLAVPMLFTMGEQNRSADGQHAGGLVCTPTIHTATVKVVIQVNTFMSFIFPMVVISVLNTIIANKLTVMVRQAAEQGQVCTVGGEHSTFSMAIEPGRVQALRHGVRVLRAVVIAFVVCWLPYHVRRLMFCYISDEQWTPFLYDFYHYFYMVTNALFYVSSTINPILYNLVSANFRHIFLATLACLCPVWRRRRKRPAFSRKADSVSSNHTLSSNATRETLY
AID2073: inhibitors of Mint1-CaV2.2 protein interaction, biochemical, HTRF (AID 2073); inhibition, % at 20 µM, or IC50 in µM where a hit was titrated; HTRF protein-protein interaction, Mint1-CaV2.2; higher % means a stronger effect; hit rate 0.19% among 290,000; in the data active = inhibition mostly above about 51%, no sharp cut-off; inconclusive = no clear call, values can overlap the other calls; inactive = mostly below about 53%; note: some results filed as inactive read as strong as hits
NTR1 ag cell count 20 µM: second read-out of NTR1 ag, no call of its own (marks repeat the call); cell count; measured here: cell count, cytotoxicity flag
Dengue-2 NS5 capping pilot replicate: second read-out of Dengue-2 NS5 capping, no call of its own (marks repeat the call); inhibition, %; measured here: pilot screen replicate inhibition
Numbers without * were called inactive; i = inactive; ? = inconclusive; . = not tested or not shown.

SMILES	Rac1 GTP hydrolysis	GPR55 LPI antagonism	SV40 large T antigen	GPR55 beta-arrestin	Yfh1-off respiration	Dengue-2 NS5 capping	GPR35 arrestin U2OS	NTR1 ag	NTR1 ag cell count 20 µM	AID2073	others
Cc1c(OCC(=O)NC2CC(C)(C)NC(C)(C)C2)ccc2c1oc(=O)c1ccccc12	11%	5%	-3%	-0.2%	.	-7%	-18%	-1.2	58	18%
O=C(c1ccc(Cn2cc([N+](=O)[O-])cn2)o1)N1CCCCCC1	6%	9%	27%	0.0%	.	-7%	12%	-0.3	76	13%
COc1ccc(/C=N/c2nc3ccccc3n2C)cc1OC	6%	1%	34%	0.7%	i	-3%	4%	-0.3	53	-4%
COc1cc2ccccc2cc1C(=O)Nc1sc2c(c1C(N)=O)CCN(C(C)C)C2	12%	12%	-1%	-0.1%	.	-54%	8%	10	51	14%
Cc1ccc2c(c1)C(N1CCCC1=O)CC(c1ccco1)N2 (stereo unspecified)	-8%	-6%	8%	-0.1%	i	10%	9%	-0.1	67	-11%
O=C(NNC(=S)Nc1ccccc1)c1ccc2ncccc2c1	7%	9%	24%	-0.5%	i	-5%	5%	-1.5	54	7%
O=c1[nH]cnc2c1ncn2[C@@H]1O[C@H](CO)[C@@H](O)[C@H]1O	4%	11%	11%	-0.1%	i	-6%	-6%	1.0	54	2%
O=C(Cn1cnc2c(cnn2-c2ccccc2)c1=O)Nc1ccc(S(=O)(=O)N2CCOCC2)cc1	-2%	19%	0%	-0.2%	i	-1%	3%	0.4	55	23%
CCCCn1c(SCC(=O)NC2CCCC2)nnc1-c1ccco1	5%	-8%	5%	0.0%	.	0%	-10%	1.0	51	2%
COc1cc(/C=N\NC(=O)C2CC3C=CC2C3)ccc1O (stereo unspecified)	23µM*	10%	13µM*	0.5%	i	3%	-16%	-1.0	52	-5%
O=C(NS(=O)(=O)c1ccc2c(c1)OCCO2)c1ccccc1	-2%	-11%	0%	-0.1%	i	3%	7%	-3.3	80	6%
NNC(=O)c1nc(-c2ccccc2)cc(-c2ccccc2)n1	12%	-2%	12%	0.6%	.	2%	-5%	1.4	60	10%
S=c1[nH]nc(CCc2nc3ccccc3[nH]2)n1-c1ccccc1	2%	-1%	25%	-0.2%	i	1%	-2%	-0.7	78	-18%
O=C(Nc1ccc(-c2csc(Nc3cccc(C(F)(F)F)c3)n2)cc1)c1cccc(C(F)(F)F)c1	3%	2%	7%	0.3%	i	-4%	5%	7.0	74	5%
CCCCN(C(=O)c1ccccc1Br)C1CCS(=O)(=O)C1 (stereo unspecified)	8%	.	11%	.	.	-3%	.	-0.6	49	.
O=C(CNC(=O)c1ccc(Br)o1)NCc1ccc(Cl)cc1Cl	7%	13%	15%	0.0%	.	-1%	-6%	1.9	56	-2%
CCC(Sc1ccc2nnc(-c3cccnc3)n2n1)C(=O)OC (stereo unspecified)	8%	10%	8%	-0.1%	i	2%	16%	-1.8	61	17%
COc1ccc(N2C(=O)CSC23C(=O)Nc2ccccc23)cc1 (stereo unspecified)	7%	2%	10%	-0.2%	i	6%	7%	0.1	72	46%
CC[N+](C)(C)CCN(Cc1ccc(Cl)cc1)c1ccccn1	6%	9%	19%	0.0%	i	-1%	0%	-2.1	89	2%
Cc1ccc(-c2nnc(NC3CCCCC3)c3ccccc23)cc1S(=O)(=O)N1CCN(C)CC1	5%	13%	5%	-0.1%	i	-1%	3%	1.6	53	-7%
CC(=O)N1N=C(c2ccc3ccccc3c2)OC1(C)C	3%	12%	5%	-0.1%	i	1%	-9%	5.1	69	12%
Nc1ccc2nc(SCc3cccc(F)c3)sc2c1	6%	2%	12%	-0.4%	i	-4%	0%	5.7	27	-17%
COc1ccccc1NC(=S)NCCC(c1ccccc1)c1ccccc1	7%	0%	9%	-0.4%	i	.	-8%	1.3	87	-3%
CCCn1c(SCC(=O)Nc2ccccc2Oc2ccccc2)n[nH]c1=O	7%	7%	6%	-0.1%	i	-3%	-3%	1.2	57	-3%
Cc1cc(C)c(C)c(S(=O)(=O)N2CCC(C(=O)Nc3ccc(S(=O)(=O)N4CCOCC4)cc3)CC2)c1C	6%	3%	18%	-0.1%	.	1%	5%	5.7	47	31%
Cc1ccc([N+](=O)[O-])cc1NC(=O)c1c(-c2ccccc2)noc1C	5%	10%	31%	-0.1%	.	-1%	9%	0.3	50	14%
CC(C)COC(=O)/C(C#N)=C/c1c[nH]c2ccccc12	5%	7%	1%	-0.5%	i	-1%	-5%	8.0	71	7%
CN(C)c1cccc(C(=O)OCC(=O)NC2CCCC2)c1	2%	-6%	4%	0.0%	.	5%	2%	-0.8	95	2%
COc1ccc(N2C(=O)CC(Sc3nc(C)cc(C)n3)C2=O)cc1OC (stereo unspecified)	9%	-26%	8%	0.1%	.	-1%	-2%	0.0	69	-1%	Dengue-2 NS5 capping pilot replicate=3.4
COc1ccc(Nc2nc(-c3ccccc3)nc3ccccc23)cc1S(=O)(=O)N1CCOCC1	2%	7%	13%	0.8%	i	-9%	1%	25	52	?
COc1ccc(N(C(=O)c2snc(C(N)=O)c2N)C(C(=O)NC2CCCC2)c2cccs2)cc1OC (stereo unspecified)	11%	-1%	7%	.	.	0%	-6%	-0.6	38	40%
Cc1c(N=C2NC(=O)/C(=C/c3cccc([N+](=O)[O-])c3)S2)c(=O)n(-c2ccccc2)n1C	.	8%	4%	0.5%	i	.	-11%	0.1	38	-4%
Cc1ccc(-n2ncc(C(=O)NCC3CCN(C4CCCC4)C3)c2C2CCN(C(=O)OC(C)(C)C)CC2)cc1C (stereo unspecified)	0%	12%	23%	-0.2%	.	-15%	-6%	3.5	62	5%
O=C(CN1CCC(O)(c2ccc3c(c2)OCO3)CC1)OC1CCCCC1	2%	12%	3%	0.2%	i	-4%	-14%	1.3	60	-6%
Cc1ccc(NC(=O)CSCC(=O)O)cc1	-9%	15%	22%	0.2%	i	3%	6%	0.0	39	-4%
O=C(COC(=O)C1CC2C=CC1C2)Nc1cccc(S(=O)(=O)N2CCOCC2)c1 (stereo unspecified)	9%	-10%	7%	-0.1%	i	-1%	-6%	1.9	60	4%
CN(Cc1ccccc1)C(=O)c1nc2ccccn2c1CNCCOc1cccnc1	13%	4%	11%	-0.1%	i	5%	21%	-0.7	69	6%
O=[N+]([O-])c1ccc(Cc2nnc(-c3ccccc3Cl)o2)cc1	9%	14%	0%	1.0%	i	2%	-8%	-0.5	55	3%
CC1(c2ccc(OC(F)F)cc2)NC(=O)N(/N=C/c2c(O)ccc3ccccc23)C1=O (stereo unspecified)	3%	-4%	-4%	0.2%	i	-2%	-1%	4.6	62	-2%
COc1ccc2c(CC(=O)Nc3nc(C)cs3)coc2c1	8%	-13%	7%	-0.3%	i	-13%	-3%	1.9	45	40%

Compounds listed so far containing an aryl methoxy group, in the order listed:
SMILES	Rac1 GTP hydrolysis	GPR55 LPI antagonism	SV40 large T antigen	GPR55 beta-arrestin	Yfh1-off respiration	Dengue-2 NS5 capping	GPR35 arrestin U2OS	NTR1 ag	NTR1 ag cell count 20 µM	AID2073	others
COc1ccc(/C=N/c2nc3ccccc3n2C)cc1OC	6%	1%	34%	0.7%	i	-3%	4%	-0.3	53	-4%
COc1cc2ccccc2cc1C(=O)Nc1sc2c(c1C(N)=O)CCN(C(C)C)C2	12%	12%	-1%	-0.1%	.	-54%	8%	10	51	14%
COc1cc(/C=N\NC(=O)C2CC3C=CC2C3)ccc1O (stereo unspecified)	23µM*	10%	13µM*	0.5%	i	3%	-16%	-1.0	52	-5%
COc1ccc(N2C(=O)CSC23C(=O)Nc2ccccc23)cc1 (stereo unspecified)	7%	2%	10%	-0.2%	i	6%	7%	0.1	72	46%
COc1ccccc1NC(=S)NCCC(c1ccccc1)c1ccccc1	7%	0%	9%	-0.4%	i	.	-8%	1.3	87	-3%
COc1ccc(N2C(=O)CC(Sc3nc(C)cc(C)n3)C2=O)cc1OC (stereo unspecified)	9%	-26%	8%	0.1%	.	-1%	-2%	0.0	69	-1%	Dengue-2 NS5 capping pilot replicate=3.4
COc1ccc(Nc2nc(-c3ccccc3)nc3ccccc23)cc1S(=O)(=O)N1CCOCC1	2%	7%	13%	0.8%	i	-9%	1%	25	52	?
COc1ccc(N(C(=O)c2snc(C(N)=O)c2N)C(C(=O)NC2CCCC2)c2cccs2)cc1OC (stereo unspecified)	11%	-1%	7%	.	.	0%	-6%	-0.6	38	40%
COc1ccc2c(CC(=O)Nc3nc(C)cs3)coc2c1	8%	-13%	7%	-0.3%	i	-13%	-3%	1.9	45	40%

Sorted by number of heavy atoms (highest first): some entries from above
SMILES	Rac1 GTP hydrolysis	GPR55 LPI antagonism	SV40 large T antigen	GPR55 beta-arrestin	Yfh1-off respiration	Dengue-2 NS5 capping	GPR35 arrestin U2OS	NTR1 ag	NTR1 ag cell count 20 µM	AID2073	others
CC1(c2ccc(OC(F)F)cc2)NC(=O)N(/N=C/c2c(O)ccc3ccccc23)C1=O (stereo unspecified)	3%	-4%	-4%	0.2%	i	-2%	-1%	4.6	62	-2%
COc1ccc2c(CC(=O)Nc3nc(C)cs3)coc2c1	8%	-13%	7%	-0.3%	i	-13%	-3%	1.9	45	40%
Cc1ccc(NC(=O)CSCC(=O)O)cc1	-9%	15%	22%	0.2%	i	3%	6%	0.0	39	-4%

An unsorted share of the library (roughly 1.7% active in at least one column).
